Source: PubChem BioAssay (several laboratories)
CAL PDZ FP-1: blocks peptide binding to human CAL PDZ domain. AID 504414. actives 0.02% (n = 330,000). purified CAL PDZ, TMR-peptide fluorescence polarization, 1 h. Q9HD26. inhibition, % at 20 µM;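 active = highest replicate inhibition of at least 40%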;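 also: plate controls were DMSO neutral control wells for no effect and unlabeled competitor peptide control wells for full effect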
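material = purified tagged CAL PDZ domain construct (CerCALP) | compound dosing = 20 µM, one dose | times = 1 h at RT | measured by = fluorescence polarization from S- and P-plane intensities, G-factor corrected | read-out = inhibition from polarization loss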
phage Ecoli inh: E. coli growth loss with phage present | growth absorbance | inhibition, % at 11.9 µM | actives 0.26% (n = 360,000) | AID 651602; in the data active = inhibition above about 11%
SR-BI DiI inh: inhibitors of mouse SR-BI mediated HDL lipid uptake. actives 0.96% (n = 320,000). ldlA[mSR-BI] CHO cells, DiI-HDL uptake fluorescence, 3 h. AID 488896. inhibition, % at 12.5 µM;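 active = mean replicate inhibition of at least 70% and a set share of replicates each scoring 70 or more; inconclusive = meets just one of the two criteria; inactive = fails both criteria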;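 also: 0% = median of neutral control wells and 100% = median of positive control wells; values of inactives mirror those of a sister screen read the other way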
Target sequence (Q61009 whole entry, looked up): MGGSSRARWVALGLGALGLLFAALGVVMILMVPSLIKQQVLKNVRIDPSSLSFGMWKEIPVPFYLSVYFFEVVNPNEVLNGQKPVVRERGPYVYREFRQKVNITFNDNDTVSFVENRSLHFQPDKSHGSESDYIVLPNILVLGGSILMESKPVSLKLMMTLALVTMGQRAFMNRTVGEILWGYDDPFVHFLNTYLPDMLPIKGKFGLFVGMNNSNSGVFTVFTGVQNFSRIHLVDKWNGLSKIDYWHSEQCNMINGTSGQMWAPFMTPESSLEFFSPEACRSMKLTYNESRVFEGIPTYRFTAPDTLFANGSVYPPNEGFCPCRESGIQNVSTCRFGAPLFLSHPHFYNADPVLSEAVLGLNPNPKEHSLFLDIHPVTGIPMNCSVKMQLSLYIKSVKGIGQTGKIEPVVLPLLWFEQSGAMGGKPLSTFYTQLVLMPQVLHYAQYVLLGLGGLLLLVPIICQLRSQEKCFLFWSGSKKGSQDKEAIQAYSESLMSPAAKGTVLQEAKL
AddAB inh: less growth of phage-infected E. coli with AddAB; inhibition, % at 11.9 µM; actives 0.29% (n = 330,000); E. coli expressing H. pylori AddAB, absorbance growth; in the data active = inhibition above about 12%;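 also: 0% = vehicle wells of infected cells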
Tat export inh: E. coli Tat transport inhibition; AID 488895; actives 0.036% (n = 340,000); inhibition, % at 10 µM; E. coli MC4100 TorA-mCherry Tat export, fluorescence;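 active = mean replicate inhibition at least 50% and at least half of replicates individually reaching 50%; inconclusive = only one of the two criteria met; inactive = neither criterion met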;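 also: exported cargo escapes ClpAP degradation while cytoplasmic cargo is degraded and loses fluorescence; 0% = median of neutral control wells and 100% = median of NaSCN control wells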
MITF act: MITF TRPM1 promoter activation in melanoma cells; activation, % at 12.5 µM; AID 588334; actives 0.75% (n = 300,000); SK-MEL-5 TRPM1-promoter luciferase, 24 h; % of positive control, neutral wells = 0;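 active = mean activation of at least 80% with every replicate also reaching 80%; inconclusive = mean reaches 80% but some replicate falls short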;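 also: 0% = neutral control wells and 100% = parthenolide positive control wells; values of inactives mirror those of a sister screen read the other way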
Ecoli viability: counter-screen for AddAB inhibitors: E. coli growth inhibition; actives 0.27% (n = 330,000); inhibition, % at 11.9 µM; E. coli V3065 growth, OD600 absorbance, 18 h; AID 449728;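 active = inhibition above the campaign's mean inhibition across all tested compounds plus 3 SD, cut at about 9.9% in these data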;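 also: uninfected addAB+ strain grown without phage in ampicillin broth; 0% = DMSO wells and 100% = ciprofloxacin 0.95 µg/ml wells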
SR-BI DiI-HDL act: enhances SR-BI lipid uptake from DiI-HDL | actives 0.096% (n = 320,000) | AID 504775 | CHO ldlA[mSR-BI] cells, DiI-HDL uptake fluorescence, 3 h; 100 = double the neutral-control signal | activation, % at 12.5 µM;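 active = mean replicate activation of at least 60% and every replicate at or above 60%; inconclusive = mean or all-replicate condition met, but not both; inactive = mean below 60% and not all replicates reaching 60%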;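 also: 0% = median plate neutral-control signal and 100% = twice that signal; values of inactives mirror those of a sister screen read the other way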
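Material: SR-BI-overexpressing, LDLR-lacking CHO cells; schedule: compound exposure 3 h, 37 °C; reagent: DiI-labelled HDL at 10 µg/mL final; technique: bottom-read fluorescence, 550/595 nm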
CAL PDZ FP-2: blocks peptide binding to the human CAL PDZ domain; purified CAL PDZ, TMR-peptide fluorescence polarization, 1 h; actives 0.92% (n = 300,000); AID 602252; inhibition, % at 24.9 µM; Q9HD26;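 active = mean inhibition of at least 30% with at least half of replicates also reaching 30%; inconclusive = no clear call, values can overlap the other calls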;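 also: 0% = DMSO neutral control and 100% = excess unlabeled competitor peptide PRC23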
Wnt bcat act: Wnt/beta-catenin pathway activation | actives 1.2% (n = 300,000) | Wnt/beta-catenin reporter cell assay, activator, plate reader | activation, % at 9.35 µM; in the data active = activation above about 30%, passing the limit was not always enough; inconclusive = no clear call, values can overlap the other calls;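 also: 0% = neutral control wells and 100% = positive control wells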
Active calls of the source: *; ? = inconclusive; . = no result given.

SMILES	CAL PDZ FP-1	phage Ecoli inh	SR-BI DiI inh	AddAB inh	Tat export inh	MITF act	Ecoli viability	SR-BI DiI-HDL act	CAL PDZ FP-2	Wnt bcat act
S=C(NCCCN1CCOCC1)Nc1ccc(Nc2ccccc2)cc1	0.3	5.7	-1	1.8	5	1	1.4	1	0	-1
CC(=O)c1ccc(NC(=O)NCc2ccc(F)cc2)cc1	-2.3	4.5	30	0.1	8	7	0.2	-30	.	-1
CC(NC(=O)CNC(=O)c1cccc(Cl)c1)c1ccccc1 (centres undefined)	-0.4	0.4	-20	0.7	-1	-10	0.7	20	3	0
CCNC(=O)COc1ccc(F)cc1C(=O)c1cnn(-c2ccccc2)c1	-0.5	-1.5	26	5.2	0	-11	0.1	-26	.	0
COc1cc(OC)c2ccc(=O)oc2c1C(CC(=O)N1CCCC(C)C1)c1ccc2c(c1)OCO2 (centres undefined)	-0.5	0.6	35	1.6	7	8	-1.2	-35	-2	-1
C=CCn1c(-c2ccccc2)ccc(C#N)c1=O	-3.2	2.5	27	1.0	-1	.	-1.2	-27	-3	-3
CN(Cc1ccccc1)S(=O)(=O)c1ccc(NC(=O)C2CCCO2)cc1 (centres undefined)	-2.5	0.5	3	-0.4	2	-3	1.0	-3	-2	1
O=C(/C=C/c1ccc(S(=O)(=O)NCc2ccco2)cc1)NCc1cccc(Cl)c1	-2.5	-0.4	.	3.2	6	2	-0.2	.	-1	-1
O=C(NCc1ccccc1)NCc1cccs1	-0.1	3.4	-2	0.4	-3	24	2.1	2	-2	-2
COc1ccc2c(c1C)CCC(C)(C#N)C2=O (centres undefined)	0.0	2.6	8	.	8	-4	.	-8	-4	-1
Cn1cc(C(=O)N2CCc3ccccc3C2)c(=O)c2cc(S(=O)(=O)N3CCOCC3)ccc21	-0.6	4.1	-1	1.4	0	4	-0.2	1	.	-1
c1ccc(OCCOc2cccc3cccnc23)cc1	-3.4	0.5	-22	5.8	4	39	-0.2	22	0	21
O=C(COc1ccc(Cl)cc1)Nc1ccccc1Cl	-0.5	4.1	-22	1.5	-11	.	3.2	22	0	7
Cc1cc2cc(CNS(=O)(=O)c3ccccc3)ccc2n1C	0.5	0.8	-5	-4.2	-5	18	-1.4	5	-1	-1
COc1ccc(C(=O)NCC(=O)N/N=C/c2cn[nH]c2-c2ccccc2)cc1	-4.2	2.2	9	-0.6	-1	-6	0.0	-9	-2	-3
CC(C)CCOCC(=O)Nc1cccc(C(=O)O)c1	-1.0	2.3	10	-0.5	1	.	-1.7	2	3	26
Cc1nc(NC(=O)/C=C/c2ccccc2)n[nH]1	-0.1	2.0	-17	2.9	-4	-58	-1.3	17	-3	39*
CCOc1ccc(N2CC(C(=O)NCCc3ccccc3)CC2=O)cc1 (centres undefined)	0.3	0.9	37	2.1	1	-6	0.2	-37	-1	-1
O=C(O)c1ccc(NC2=C/C(=N/S(=O)(=O)c3ccccc3)c3ccccc3C2=O)cc1	1.0	8.5	-15	.	-2	-61	.	15	-3	-13
CC(=O)Nc1cccc(NC(=O)CSc2nnc(Cc3cccn3C)n2CCc2ccccc2)c1	-1.5	2.9	-2	1.3	6	-6	1.2	2	.	-1
N#CC1(NC(=O)CN2C(=O)c3ccccc3C2=O)CCCCC1	1.2	4.6	-28	3.4	1	-4	2.6	28	3	-5
COc1ccc(NC(=O)COc2ccc(S(=O)(=O)N3CCOCC3)cc2C)cc1OC	-2.3	-0.8	14	4.2	-1	0	-0.9	-13	-1	0
COc1cccc(OCc2cc(C(=O)NCCc3cccc(C)n3)no2)c1	-0.3	3.9	4	1.8	-2	2	0.4	-4	-6	1
CCc1nn(CC(=O)N2CCC(C)CC2)c(=O)c2cccn12	-0.1	-0.7	8	2.2	-3	4	-0.6	-8	-1	-1
Cc1ccc(NC(=O)Cn2cc(C=O)c3ccccc32)cc1	0.4	4.3	17	8.8	0	.	2.7	-17	.	-2
COc1cccc2c1C(=O)c1ccc3ccccc3c1C2=O	1.5	.	-5	3.5	-20	41	1.6	5	.	.
O=C(CCN1C(=O)C2CCCCC2C1=O)N1CCN(S(=O)(=O)c2ccccc2)CC1 (centres undefined)	-2.1	-0.1	-41	4.0	-4	-5	1.4	41	-2	-4
Cn1c(-c2ccc(C(=O)c3ccccc3)s2)nc2ccccc21	-0.4	0.8	33	-0.4	8	8	-1.6	-33	0	45*
Cc1cc(Oc2ccc(Cl)cc2)nc(-c2ccccc2O)n1	0.2	-0.2	59	-0.4	3	6	-2.1	-59	1	.
O=C(O)CCc1nc(-c2ccccc2)no1	0.0	2.1	2	0.5	0	.	-0.9	-2	-1	4
CC1Cc2ccccc2N1C(=O)c1cc2c(=O)n3ccccc3nc2n1C (centres undefined)	-1.5	2.8	25	4.2	5	.	0.6	-25	-1	15
COc1ccc(CNC(=O)Cn2cnc3c(SC)nc(N)nc32)cc1	-0.7	0.1	-33	2.4	-9	-9	3.0	33	-9	0
CCc1nn(CC(=O)NCCc2ccc(Cl)cc2)c(=O)c2cccn12	-2.5	0.5	9	2.5	-11	-8	1.9	-9	0	0
COc1ccc2cc(CO)c(Cl)nc2c1	0.3	5.5	1	4.4	-5	-3	-2.0	-1	1	15
CCN1C(=O)C(CC(=O)Nc2c(C)cccc2C)Nc2cc(S(=O)(=O)N(C)C)ccc21 (centres undefined)	-2.2	3.8	16	2.3	-2	0	-1.0	-16	3	1
CCOc1ccc(S(=O)(=O)N(C)c2ccc(OCC(=O)NCC3CCCCC3)cc2)cc1	0.4	0.8	21	1.0	4	-8	0.7	-21	-2	0
CCOC(=O)c1c(C)[nH]c(C(=O)NCC(c2ccco2)N2CCCCC2)c1C (centres undefined)	-1.1	-1.1	-15	-1.3	-3	5	1.0	15	-1	-5
Cc1noc(C)c1-c1nc(CS(=O)(=O)c2ccccc2)no1	-0.1	1.6	3	-2.1	1	-15	-2.3	-3	-1	4
CCNC(=S)N/N=C/c1cn(Cc2ccc(F)cc2)c2ccccc12	-1.4	3.0	69	2.9	7	17	0.3	-69	-1	8
CCCCOCCCNC(=S)Nc1ccc(S(=O)(=O)N2CCOCC2)cc1	-0.7	1.7	1	0.1	1	-1	1.0	-1	-10	-2

4 entries drawn at random from the list so far:
SMILES	CAL PDZ FP-1	phage Ecoli inh	SR-BI DiI inh	AddAB inh	Tat export inh	MITF act	Ecoli viability	SR-BI DiI-HDL act	CAL PDZ FP-2	Wnt bcat act
CCOC(=O)c1c(C)[nH]c(C(=O)NCC(c2ccco2)N2CCCCC2)c1C (centres undefined)	-1.1	-1.1	-15	-1.3	-3	5	1.0	15	-1	-5
CCc1nn(CC(=O)NCCc2ccc(Cl)cc2)c(=O)c2cccn12	-2.5	0.5	9	2.5	-11	-8	1.9	-9	0	0
CCNC(=S)N/N=C/c1cn(Cc2ccc(F)cc2)c2ccccc12	-1.4	3.0	69	2.9	7	17	0.3	-69	-1	8
Cc1noc(C)c1-c1nc(CS(=O)(=O)c2ccccc2)no1	-0.1	1.6	3	-2.1	1	-15	-2.3	-3	-1	4

More results follow:
SMILES	CAL PDZ FP-1	phage Ecoli inh	SR-BI DiI inh	AddAB inh	Tat export inh	MITF act	Ecoli viability	SR-BI DiI-HDL act	CAL PDZ FP-2	Wnt bcat act
CCCc1[nH][nH]c(=O)c1C(c1cccc(Cl)c1)C(C#N)C#N (centres undefined)	-0.4	2.5	39	0.4	2	-15	-0.3	-39	-5	-3
COc1ccc(-c2noc(CCC(=O)N3CCC(c4cc(C)ccc4C)CC3)n2)cc1	-0.7	2.3	11	-0.7	18	11	0.4	-11	4	0
COc1ccc(CC(=O)NC(C)c2ccc(S(N)(=O)=O)cc2)cc1S(=O)(=O)N1CCOCC1 (centres undefined)	-1.9	2.1	-12	0.2	11	-7	0.9	12	-4	1
O=C(O)c1cc(C(F)(F)F)nc2ccccc12	-0.8	1.1	-13	0.5	-8	10	0.0	13	0	1
COc1cc(CN2CCC(n3nccc3NC(=O)C3CC3)CC2)cc(OC)c1	-0.6	1.7	-4	-1.1	3	10	-0.8	4	26	1
O=C(OCC#CCSc1nnc(-c2cccc3ccccc23)o1)c1ccc(Br)cc1	0.2	1.3	5	0.7	-3	8	1.1	-5	-4	4
O=S(=O)(c1cccc(F)c1)N1CCCN(c2ccc(C(F)(F)F)cn2)CC1	-0.4	1.5	13	-2.6	-3	.	-0.6	-13	-4	-3
CCC(=O)N1CCc2cc(S(=O)(=O)NC(C(=O)NCc3ccc(F)cc3)C(C)C)ccc21 (centres undefined)	-1.7	0.0	30	0.5	0	.	0.6	-30	-3	-3
Cc1ccccc1C(=O)Oc1ccccc1C(=O)N1CCOCC1	-1.6	-0.1	-9	3.1	-4	-4	-3.5	9	-5	0
Cc1ccc2nc(-c3cccnc3)oc2c1	.	5.8	-8	3.0	-2	.	1.3	8	-5	.
O=C(C1COc2ccccc2O1)N1CCn2c(nc3ccccc32)C1 (centres undefined)	-0.7	3.0	-5	5.9	7	-5	0.2	5	.	1
COc1cccc2sc(N3CCN(C(=O)c4cccs4)CC3)nc12	-2.4	2.1	-33	0.3	-12	-2	0.8	33	0	1
N#C/C(=C/c1ccc(-c2ccc([N+](=O)[O-])cc2)o1)C(=O)Nc1nc(-c2cccs2)cs1	-1.5	1.6	88*	.	-3	16	.	-88	-3	1
O=[N+]([O-])c1ccc2c(c1)Cc1cc(F)ccc1-2	0.1	1.4	23	.	4	-13	.	-23	.	6
Cc1nc(N2CCN(c3ccccc3)CC2)nc2c1C(=O)CCC2	0.7	4.7	27	1.0	-4	17	-1.2	-27	.	.
Cc1cc[n+](C(C)C(=O)c2ccc(-c3ccccc3)cc2)cc1 (centres undefined)	-1.2	4.6	13	0.0	2	-59	2.0	-13	.	-1
O=C(COc1ccc2ccccc2c1)NN1C(=O)c2ccccc2C1=O	-2.3	0.4	-19	-0.2	-5	-7	-2.1	19	-3	-6
CCOC(=O)c1ccc(NC(=O)c2sc3nc(N4CCOCC4)c4c(c3c2N)CCCC4)cc1	-1.5	1.3	0	1.5	1	11	-4.6	0	0	2
CC(=O)N/C(=N\c1nc(C)cc(C)n1)Nc1ccc2ccccc2c1	-0.3	2.2	14	0.8	0	45	1.3	-14	3	-1
CC(C)CCN(C(=O)CNC(=O)c1cccs1)C(C(=O)NC1CCCCC1)c1cccnc1 (centres undefined)	0.4	2.4	-10	-0.2	-7	-6	-0.1	10	2	1
CC(=O)c1ccc(NC(=O)c2ccc3c(Cl)c4c(nc3c2)CCCC4)cc1	0.8	0.9	?	3.7	4	12	0.9	-71	-5	-5
Nc1ccncc1N	-1.8	1.2	-11	-2.4	-3	-2	0.8	11	-2	3
Cc1c(Br)c([N+](=O)[O-])nn1C(C)C(=O)NCc1ccco1 (centres undefined)	-0.2	1.8	-14	17*	8	-4	6.5	14	-8	-1
CC(=O)N1N=C(c2ccc(C)cc2)OC1c1ccc(C)cc1 (centres undefined)	-0.3	2.5	.	0.0	-3	.	-0.5	.	-3	5

Random draw from the library (roughly 3.6% active in at least one column).
